PI5P4K alpha inh = qHTS for Inhibitors of phosphatidylinositol 5-phosphate 4-kinase (PI5P4K); PI5P4Kalpha enzyme, ADP-Glo luminescence, 60 min; stronger effect = lower value; Phosphatidylinositol 5-phosphate 4-kinase type-2 alpha (Homo sapiens), P48426; AID 652105, 2013; max response, %; hit rate 1.2% among 330,000; active means max response of -50% or lower; inconclusive means between -30% and -50%; inactive means -30% or higher; further: value at the top dose of about 77 µM; on the % scale 0 is the no-effect control and ±100 the full control effect
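Controls without substrate or without enzyme flank wells where PI5P4Kalpha converts substrate using 5 microM ATP (final). Incubation lasts 60 minutes at room temperature; ADP formed is read by ADP-Glo luminescence.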
IL2 activator = qHTS of IL-2 Activators | IL-2 activation reporter assay, cell-based qHTS; stimulated with anti-CD3/CD4/CD28 beads; in transgenic mouse T cells | activation, % (series mostly up to about 46 µM) | hit rate 0.065% among 360,000 | AID 652025, 2013; in the data active means activation above about 50%; inconclusive means mostly about 30% to 49%; further: 0% is about no effect
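Readout: EGFP and DsRed signals by fluorescent plate cytometry. Unstimulated transgenic mouse T cells received compound 60 min before antibody-bead stimulation, then incubated 18 h at 37 degrees C.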
WRN inhibitor = qHTS for Inhibitors of WRN Helicase. Potency, µM (series often up to 114 µM), without a hit: at the top dose activity change, negative = inhibition, actives largely listed as inhibitors. hit rate 0.46% among 360,000. WRN helicase unwinding, fluorescent forked duplex, kinetic. AID 651768, 2012; further: potency means the concentration at half of the fitted maximal effect; on the % scale 0 is the no-effect control and ±100 the full control effect; nearly all actives have a fitted effect of over 55% in size
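Enzyme (20 nM final) and test compound sit together 15 min at room temperature before substrate addition. Substrate is a single-forked duplex oligonucleotide (100 nM) labelled with fluorophore and quencher, with 2 mM ATP; helicase unwinding raises red fluorescence, read kinetically.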
PLK1 PBD inh = qHTS for Inhibitors of PLK1-PDB (polo-like kinase 1 - polo-box domain): Primary Screen; Serine/threonine-protein kinase PLK1 (Homo sapiens), P53350; Plk1 PBD binding of FITC phosphopeptide, fluorescence polarization; Potency, µM, without a hit: max response, negative = inhibition, most hits filed as inhibitors; hit rate 2.8% among 360,000; further: potency means the concentration at half of the fitted maximal effect; series mostly up to about 57 µM; on the % scale 0 is the no-effect control and ±100 the full control effect; nearly all actives have a fitted effect of over 65% in size
EPAC1 antag = qHTS for Antagonist of cAMP-regulated guanine nucleotide exchange factor 3 (EPAC1): primary screen | Potency, µM (series often up to 115 µM), for the others: top-dose activity change, negative = inhibition, most hits filed as inhibitors | EPAC1 GEF assay, Rap1b-BODIPY-GDP exchange fluorescence | hit rate 0.14% among 360,000;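 further: potency means the concentration at half of the fitted maximal effect; plate controls were vehicle for no effect and positive control for full effect; nearly all actives have a fitted effect of over 50% in size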
EPAC1 agonist = qHTS for Agonist of cAMP-regulated guanine nucleotide exchange factor 3 (EPAC1): primary screen; Rap guanine nucleotide exchange factor 3 (Homo sapiens), O95398; AID 720707, 2013; EPAC1 agonist qHTS, biochemical assay; response scale: 100% = response to 6.5 mM cAMP; hit rate 0.073% among 360,000; Potency, µM (doses to about 154 µM), without a hit: at the top dose activation, hits mostly activators; further: potency means the concentration at half of the fitted maximal effect; nearly all actives have a fitted effect of over 60% in size
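Multi-concentration qHTS readout: loss of Rap1B-bound BODIPY-GDP fluorescence driven by 100 nM EPAC1 with excess GDP (50 uM), monitored kinetically at room temperature; agonist response expressed relative to 6.5 mM cAMP.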
EPAC2 agonist = qHTS for Agonist of cAMP-regulated guanine nucleotide exchange factor 4 (EPAC2): primary screen; Potency, µM (doses to about 154 µM), for the others: at the highest dose activation, most hits filed as activators; EPAC2 activation, biochemical qHTS; response scale: 100% = 6.5 mM cAMP response; hit rate 0.079% among 360,000; AID 720711, 2013; Rap guanine nucleotide exchange factor 4 (Homo sapiens), Q8WZA2; further: potency means the concentration at half of the fitted maximal effect; nearly all actives have a fitted effect of over 50% in size
Target sequence (Q8WZA2 whole entry, looked up): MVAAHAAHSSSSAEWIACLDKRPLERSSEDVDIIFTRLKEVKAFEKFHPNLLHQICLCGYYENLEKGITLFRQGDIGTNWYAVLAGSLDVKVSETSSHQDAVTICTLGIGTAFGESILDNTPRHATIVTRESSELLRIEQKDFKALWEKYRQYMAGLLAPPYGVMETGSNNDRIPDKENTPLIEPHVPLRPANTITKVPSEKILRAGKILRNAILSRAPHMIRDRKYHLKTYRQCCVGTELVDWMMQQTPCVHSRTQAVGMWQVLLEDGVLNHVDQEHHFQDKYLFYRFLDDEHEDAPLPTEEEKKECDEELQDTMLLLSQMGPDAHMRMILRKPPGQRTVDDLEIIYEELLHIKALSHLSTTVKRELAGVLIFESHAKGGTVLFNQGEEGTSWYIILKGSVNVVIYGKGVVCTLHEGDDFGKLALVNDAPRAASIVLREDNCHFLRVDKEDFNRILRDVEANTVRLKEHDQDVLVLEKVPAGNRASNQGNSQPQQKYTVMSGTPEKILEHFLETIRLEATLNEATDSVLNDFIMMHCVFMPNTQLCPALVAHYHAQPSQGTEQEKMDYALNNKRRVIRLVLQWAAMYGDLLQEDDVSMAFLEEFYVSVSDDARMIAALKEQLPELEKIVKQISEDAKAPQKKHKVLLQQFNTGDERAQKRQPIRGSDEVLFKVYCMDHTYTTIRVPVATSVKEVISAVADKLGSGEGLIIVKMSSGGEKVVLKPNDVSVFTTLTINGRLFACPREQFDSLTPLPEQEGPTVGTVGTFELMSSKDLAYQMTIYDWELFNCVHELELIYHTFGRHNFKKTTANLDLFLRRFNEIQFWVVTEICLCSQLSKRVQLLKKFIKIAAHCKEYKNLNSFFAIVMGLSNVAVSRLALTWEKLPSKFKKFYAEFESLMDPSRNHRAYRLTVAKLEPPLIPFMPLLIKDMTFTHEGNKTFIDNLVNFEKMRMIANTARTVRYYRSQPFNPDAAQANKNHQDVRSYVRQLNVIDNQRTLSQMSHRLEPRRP
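Fluorescence exchange assay: 100 nM EPAC2 with 250 nM RAP1B-BODIPY-GDP and 50 uM GDP; compounds tested as a concentration-titration series (qHTS). Loss of Rap1-bound BODIPY-GDP fluorescence read at 480/540 nm; data normalized to 6.5 mM cAMP.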
CCT modulator = High-Throughput Screening for Modulators of Cytosolic Chaperonin Activity. AID 651819, 2012. activity change, % (test concentration not listed), hits read low. hit rate 0.3% among 360,000. purified chaperonin ATPase assay, HTRF ADP detection, 30 min; in the data active means activity change below about -30%; further: on the % scale 0 is the no-effect control and ±100 the full control effect
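TRiC (40 or 20 nM final, by batch activity) in 30 mM Tris pH 7.4, 100 mM KCl, 5 mM MgCl2, 1 mM DTT was treated with compound at 76 uM single dose, then 10 uM ATP, 30 min at 37 °C. ADP was read by HTRF Transcreener.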
Active calls of the source: *; ? = inconclusive; / = no result given; [ ] = dose if it differs, or a comment. Unless noted, the call rests on the fitted dose curve; in most records, active means well fitted curve in the direction sought with a large enough effect; inconclusive means small, poorly fitted or top-dose-only effect, or another doubt; inactive means no such curve, though single readings can be large; an effect the other way counts as inactive or inconclusive. Only part of the results is shown; rates above refer to the full screens.

compound,PI5P4K alpha inh,IL2 activator,WRN inhibitor,PLK1 PBD inh,EPAC1 antag,EPAC1 agonist,EPAC2 agonist,CCT modulator
c1ccc(CNc2ncnc3c2oc2ccccc23)nc1,-1,-1.2,3%,-8%,17%,5%,8%,-2.0
C=CCC1NS(=O)(=O)OC(CCCC)C1O (configuration not stated),-4,-3.8,-3%,2%,14%,-10%,-2%,1.9
CCOC(=O)N1CCN(CCC(=O)Nc2ccc(C)c(Br)c2)CC1,2,-3.4,-27%[57.1 µM],-8%,0%,-5%,-5%,-3.5
CC(C)Oc1ccccc1/C=N/NC(=O)c1ccccc1Cl,-1,0.2,-11%,-14%,?,5%,13%,0.0
CC(=O)N1CCc2cc(S(=O)(=O)NC3CCCCC3)ccc21,-4,0.0,1%,-5%,5%,9%,11%,-0.4
Cc1cnc(C(=O)OCC(=O)c2ccc(F)c(F)c2)cn1,8,2.0,2%,-3%,-10%,6%,2%,-0.7
O=C(Cc1c(O)c2ccccc2[nH]c1=O)NCc1ccccc1F,-13,5.1,-1%,-2%,-2%,10%,10%,-3.9
CCn1ccnc1CC1COc2ccccc2O1 (configuration not stated),-1,0.4,5%,1%,-7%,-19%,4%,0.7
C=CCNC(=S)N1CCN(Cc2ccccc2)CC1,5,-0.1,-5%,1%,1%,-6%,-2%,1.6
COc1cc(/C=N/NC(=O)COc2c(C)cc([N+](=O)[O-])cc2C)ccc1OC(=O)c1ccccc1,4,-3.4,0%,0%,-30%,6%,0%,1.7
COc1cc(C(=O)OCC(=O)NC(=O)NC2CCCCC2)cc(Cl)c1OC,5,-5.2,-2%,-4%,-11%,4%,2%,-1.4
CSCc1nnc(NC(=O)c2ccc(S(=O)(=O)N3CCCCC3C)cc2)o1 (configuration not stated),-5,-1.7,-4%,-26%,7%,-9%,9%,0.9
COc1ccc(-n2c(C)c(C(C)=O)c3cc(OCC(N)=O)ccc32)cc1,7,-1.2,-1%,-2%,3%,4%,-9%,0.5
Cc1c(C(=O)OCC(C)C)[nH]c2c1C(=O)CC(c1ccco1)C2 (configuration not stated),-56*,-1.9,-17%[57.1 µM],-10%,?,-28%,-8%,0.1
Nc1nc(Cl)nc(N(c2ccccc2)c2ccccc2)n1,1,-1.5,3%,-4%,-16%,11%,2%,-5.5
COc1ccc(S(=O)(=O)N2CCCCCC2)cc1NC(=O)CCCOc1ccccc1,11,1.2,-9%,-2%,-21%,18%,3%,0.4
Cc1ccc2cc(CN(c3ccc(C)c(C)c3)S(C)(=O)=O)c(=O)[nH]c2c1,2,0.1,1%,-15%,0%,-3%,8%,-3.1
COc1ccc(-c2csc(NC(=O)c3cccs3)c2C(=O)O)cc1OC,3,-0.4,-13%,-12%,7%,0%,1%,0.9
CCOC(=O)c1ccc(NC(=O)c2c(NCc3ccccc3)[nH]c(=O)[nH]c2=O)cc1,4,0.0,3%,-6%,-2%,-5%,-3%,-3.1
Cc1noc(C)c1C(=O)OCC(=O)NC(c1ccccc1)c1ccccc1,/,-2.2,-12%,-13%,-3%,3%,3%,3.0
Cn1c2ccc(F)cc2c2nnc(SCCN3CCCCC3)nc21,7,1.4,-7%,?,-23%,-36%[inhibitor],-1%,2.0
COC(=O)c1c(-c2ccc(OC)cc2)sc2ccc(OC)cc12,34,-0.5,-3%,-9%,-4%,13%,20%,-3.8
O=C(CC1Sc2ccccc2NC1=O)OC(C(=O)NCCc1ccccc1)c1cccnc1 (configuration not stated),-3,-2.6,-1%,-14%,-23%,-5%,4%,-0.5
Cc1ccc2c(c1)N(CC(=O)N1CCN(c3ccccc3)CC1)C(=O)C(C)O2 (configuration not stated),-1,1.3,-10%,-13%,-14%,-11%,1%,-1.0
COc1cc(OC)cc(C(=O)NCC(=O)OCC(=O)Nc2ccc(C)c(S(=O)(=O)N3CCOCC3)c2)c1,7,-4.2,-11%,3%,-24%,4%,5%,1.1
O=C(NCC1CCCO1)C1CC(=O)N(c2ccc(F)c(Cl)c2)C1 (configuration not stated),-9,-1.6,3%,5%,15%,-12%,6%,-0.8
CC(=O)c1cccc(OCC(=O)N(C)CC(=O)Nc2ccc(F)cc2)c1,-1,-1.1,6%,30µM*,-12%,-4%,5%,-0.1
COc1ccc(OC2(C)CCN(Cc3ccccc3OC(F)F)C2)cc1 (configuration not stated),3,0.6,-1%,1%,-11%,-3%,12%,2.5
CCOC(=O)[C@]12CCCC=C1N(Cc1cccc3ccccc13)C(=O)[C@H](CC(=O)N1CCN(C(=O)c3ccco3)CC1)C2,-1,-0.8,-10%,0%,12%,5%,10%,0.8
COc1cccc(CC(=O)NC2CCCN(Cc3ccccc3F)C2)c1 (configuration not stated),9,0.6,12%,5%,1%,7%,5%,1.6
FC(F)(F)c1ccc(Oc2ccc3cc(Br)ccc3c2)nc1,15,0.4,0%,-8%,-11%,-11%,-2%,0.6
CCOC(=O)C1=C(C)OC(N)=C(C#N)C1c1ccsc1 (configuration not stated),/,-4.8,8%,-6%,14%,-8%,7%,-1.1
O=C(CN(Cc1ccc(F)cc1)C(=O)CCC(=O)Nc1ccccn1)NCc1ccc(F)cc1,0,-0.3,2%,0%,-8%,-2%,-6%,-0.8
CC(C)(Oc1ccc(Cl)cc1)C(=O)O/N=C(\N)c1ccncc1,2,-0.5,10%[57.1 µM],-11%,-21%,4%,18%,-5.6
COc1cc(-c2cc(C(=O)N3CCN(c4ccccn4)CC3)c3ccccc3n2)cc(OC)c1OC,/,-1.6,-5%,-5%,-2%,21%,7%,0.4
CCOC(=O)N1CCN(c2c(NCc3ccccn3)c(=O)c2=O)CC1,5,-0.8,-5%,-13%,-18%,-7%,0%,-0.6
COc1cc2c(cc1OC)N1C(=O)CC(OCC(=O)O)C3C4CC5(CCN5C(=O)C4=O)C2C31 (configuration not stated),1,-1.5,2%,8%,1%,-3%,-4%,1.9
O=[N+]([O-])c1ccccc1C=NN1CCCCCC1,2,1.4,-27%,-3%,-7%,18%,9%,1.6
Cc1cccc(-n2c(-c3ccco3)n[nH]c2=S)c1,?,-0.4,-30%,-12%,7%,7%,1%,-2.6
CCCn1cc2c(c1-c1cccc(C)c1)c(=O)n(C)c(=O)n2C,-1,-0.2,-3%,-27%,-1%,0%,4%,-2.2
CCOC(=O)NC(=O)CSc1nnnn1-c1ccc(Cl)cc1,/,-2.2,-8%,-2%,6%,9%,9%,-2.8
CC(C)c1nnc(NC(=O)c2cccs2)s1,-4,0.8,4%,-9%,-10%,12%,3%,-2.0
O=C(NN1C(=O)/C(=C/C=C/c2ccco2)SC1=S)c1ccncc1,-79*,0.4,3.2µM*,4.7µM*,?,10%,-2%,1.0
COc1ccccc1OCC(=O)Nn1c(=S)[nH]c2ncccc2c1=O,7,0.3,-8%,3%,9%,-1%,5%,-3.7
COc1ccc(NC(=S)NNC(=O)c2ccco2)c(OC)c1,-1,0.3,0%,-12%,-2%,8%,7%,2.1
COc1ccc(CCc2cc(OC)c(OC)c(OC)c2)cc1,-1,-5.2,4%,0%,-18%,7%,5%,-3.8
COc1ccc(NC(=O)N(Cc2cc3cc(OC)ccc3[nH]c2=O)CC2CCCO2)cc1 (configuration not stated),-5,-0.1,2%,-6%,6%,10%,9%,-0.2
CS(=O)(=O)Nc1ccc(C(=O)NCc2ccco2)cc1,/,-0.4,-2%,-4%,6%,6%,9%,-3.6
O=C(O)c1cccc(-n2cccc2/C=N/O)c1,?,-0.8,?,?,0%,-3%,-5%,-1.0
CC1=C(C(=O)N2CCOCC2)CC(CC(=O)NCCc2ccccn2)C(=O)N1Cc1ccc(F)cc1 (configuration not stated),3,-1.4,2%,3%,-6%,7%,10%,-0.3

Carrying on:
compound,PI5P4K alpha inh,IL2 activator,WRN inhibitor,PLK1 PBD inh,EPAC1 antag,EPAC1 agonist,EPAC2 agonist,CCT modulator
Cc1cc(C)c(OCCCON2C(=O)CCC2=O)c(Br)c1,12,-0.3,-2%,-11%,-13%,-1%,-10%,0.0
CCn1c(=O)c(C(=O)Nc2ccccc2C)c(O)c2ccccc21,/,-1.2,17%,-2%,-6%,3%,10%,-2.0
COc1ccc(-n2c(C)nc3sc4c(c3c2=O)CCC4)cc1,-23,0.8,-6%[57.1 µM],-19%,-20%,-19%,2%,-1.3
COc1ccc2c(c1OC)C(=O)N1c3ccccc3C(=O)N(c3ccccc3)C21 (configuration not stated),4,0.3,-8%,-1%,12%,-5%,-1%,-2.7
COc1cccc(/C=C/c2nc3c(cnn3-c3ccccc3)c(=O)[nH]2)c1,-1,-0.5,0%,-14%,-5%,1%,2%,-1.0
O=C(COC(=O)CNS(=O)(=O)c1ccc(Br)cc1Cl)NCCc1ccccc1,-9,-1.0,7%,2%,-8%,4%,1%,-0.1
O=C(CN(C(=O)CNS(=O)(=O)c1ccccc1)c1ccc2c(c1)OCCO2)NCc1ccco1,-5,-0.7,2%,-3%,0%,-1%,-19%,-6.1

4 entries picked at random from those above:
compound,PI5P4K alpha inh,IL2 activator,WRN inhibitor,PLK1 PBD inh,EPAC1 antag,EPAC1 agonist,EPAC2 agonist,CCT modulator
CCOC(=O)C1=C(C)OC(N)=C(C#N)C1c1ccsc1 (configuration not stated),/,-4.8,8%,-6%,14%,-8%,7%,-1.1
COc1ccc2c(c1OC)C(=O)N1c3ccccc3C(=O)N(c3ccccc3)C21 (configuration not stated),4,0.3,-8%,-1%,12%,-5%,-1%,-2.7
Cc1ccc2cc(CN(c3ccc(C)c(C)c3)S(C)(=O)=O)c(=O)[nH]c2c1,2,0.1,1%,-15%,0%,-3%,8%,-3.1
O=C(Cc1c(O)c2ccccc2[nH]c1=O)NCc1ccccc1F,-13,5.1,-1%,-2%,-2%,10%,10%,-3.9

Source: PubChem
